GLA spleen mod = inhibits or activates alpha-galactosidase in human spleen homogenate; human spleen homogenate, 4MU-alpha-Gal fluorescence, 40 min; Potency, µM (doses to about 80 µM), for inactives: at the highest dose activity change, negative = inhibition, actives largely listed as inhibitors; P06280; 0.008% of 240,000 active;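 also: 0% = enzyme with vehicle and -100% = no enzyme basal signal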
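Fluorogenic readout (Ex 365/Em 440 nm) of 4-methylumbelliferone released from 1 mM 4-MU-alpha-galactoside by spleen homogenate, 40 min at 37C, pH 5.0. Data normalized to no-enzyme and enzyme controls; Hill-equation AC50 from compound titrations.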
NPSR antag = blocks cAMP signaling of the human neuropeptide S receptor | Potency, µM (doses to about 38.3 µM), for the others: top-dose activity change, negative = inhibition, most hits filed as inhibitors | Q6W5P4 | CHO-NPSR cells, cAMP TR-FRET, antagonist mode | 1% of 220,000 active; also: % is scaled to controls: 0 for no effect and ±100 for the full control effect; nearly all actives have a fitted effect of over 50% in size; many of its hits are not listed in these tables
Target sequence (Q6W5P4 whole entry, looked up): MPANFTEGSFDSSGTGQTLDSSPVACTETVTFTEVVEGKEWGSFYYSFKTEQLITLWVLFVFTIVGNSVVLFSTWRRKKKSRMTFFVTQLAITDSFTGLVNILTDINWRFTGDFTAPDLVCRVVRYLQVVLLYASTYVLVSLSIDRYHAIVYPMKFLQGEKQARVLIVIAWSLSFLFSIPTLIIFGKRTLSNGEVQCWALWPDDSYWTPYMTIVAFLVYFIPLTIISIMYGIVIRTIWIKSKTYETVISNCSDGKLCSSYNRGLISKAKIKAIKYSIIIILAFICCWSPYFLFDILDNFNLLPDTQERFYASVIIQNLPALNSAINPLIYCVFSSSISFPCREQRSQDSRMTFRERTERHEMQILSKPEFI
ALDH1A1 block = inhibitors of human aldehyde dehydrogenase 1A1; 7.3% of 220,000 active; Purified ALDH1A1, NADH fluorescence, propionaldehyde substrate; Potency, µM (titrated, usually from 75.3 µM), inactives show at the highest dose activity, negative = inhibition, usual class: inhibitors; AID 1030; P00352; active = well fitted inhibition curve with a large enough effect, not every such curve was filed as active; inconclusive = small, poorly fitted or top-dose-only effect, or another doubt; inactive = no such curve, though single readings can be large or run the other way;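 also: plate controls were no enzyme wells and a reference inhibitor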
Target sequence (P00352 whole entry, looked up): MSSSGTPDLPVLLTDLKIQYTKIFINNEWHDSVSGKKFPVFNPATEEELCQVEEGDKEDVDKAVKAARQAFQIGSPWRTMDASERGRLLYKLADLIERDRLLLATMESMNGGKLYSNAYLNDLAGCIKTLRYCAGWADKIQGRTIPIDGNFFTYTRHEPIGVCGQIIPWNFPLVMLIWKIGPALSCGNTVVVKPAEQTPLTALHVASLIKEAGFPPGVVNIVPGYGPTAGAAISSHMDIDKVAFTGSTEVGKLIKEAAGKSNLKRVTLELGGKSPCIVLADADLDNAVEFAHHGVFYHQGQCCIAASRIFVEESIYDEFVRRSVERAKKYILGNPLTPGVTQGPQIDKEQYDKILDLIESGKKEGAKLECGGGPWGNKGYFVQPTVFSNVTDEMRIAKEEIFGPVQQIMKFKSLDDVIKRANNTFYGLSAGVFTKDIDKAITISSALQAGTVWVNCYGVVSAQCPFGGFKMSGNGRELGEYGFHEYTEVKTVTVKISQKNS
Epigenetic reg = regulators of epigenetic silencing causing reporter derepression in mouse cells; murine LDR cells, GFP reporter derepression, 30 h; Potency, µM (series often up to 53.9 µM), for inactives: at the top dose GFP activation, usual class: activators; 0.2% of 280,000 active; also: % of control where 0% means no effect; nearly all actives have a fitted effect of over 60% in size
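Murine LDR cells bearing a silenced CMV-driven GFP reporter were exposed to compound for 30 h at 37 C. After PBS washes, GFP-positive cells (20-120 um objects) counted by laser-scanning microplate cytometry.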
Tau fluor cs = counter-screen for tau fibril formation inhibitors; tau K18 P301L (four-repeat tau fragment) Alexa594 fluorescence, heparin fibrillization; Potency, µM (doses to about 57.7 µM), without a hit: at the top dose activity change, negative = decrease; 0.93% of 280,000 active; also: % is scaled to controls: 0 for no effect and ±100 for the full control effect; nearly all actives have a fitted effect of over 55% in size
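Human K18 P301L tau (15 uM unlabeled plus 0.24 uM Alexa 594-labeled, final) in 100 mM sodium acetate pH 7 was mixed with compound and 20 uM heparin and incubated 6 hr at 37 C.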
GAA glycogen mod = alters human alpha-glucosidase cleavage of glycogen | recombinant GAA, glycogen substrate, Amplex Red glucose oxidase fluorescence | 0.38% of 300,000 active | Potency, µM (doses to about 76.4 µM), without a hit: top-dose activity change, negative = inhibition, usual class: inhibitors | AID 2100;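 also: 0% = full enzyme reaction and -100% = no-enzyme basal signal; the screen sought inhibitors and activators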
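Recombinant human alpha-glucosidase (4 nM final) hydrolysed bovine liver glycogen (30 ug) for 40 min at 37 C in pH 5.0 citrate/phosphate with 0.01% Tween-20. Released glucose detected by glucose oxidase/Amplex Red, Ex 573/Em 610 nm. Compounds up to 77 uM; AC50 from Hill fits.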
GAA spleen mod = inhibits or activates alpha-glucosidase in human spleen homogenate; P10253; human spleen homogenate, 4-MU-alpha-glucoside fluorescence; Potency, µM (doses to about 79.9 µM), for inactives: at the top dose activity change, negative = inhibition, actives largely listed as inhibitors; 0.006% of 240,000 active;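 also: 0% = enzyme with vehicle and -100% = no enzyme basal signal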
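Compounds were titrated against alpha-glucosidase in spleen homogenate at pH 5.0, with 1 mM 4-methylumbelliferyl substrate for 40 min at 37 C. Reactions were quenched with pH 10 NaOH/glycine and fluorescence measured.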
GAA inhib = inhibitors of human lysosomal alpha-glucosidase. P10253. purified human GAA, 4-MU-alpha-glucoside fluorescence. Potency, µM (titrated, usually from 76.9 µM), for the others: top-dose activity change, negative = inhibition, most hits filed as inhibitors. 0.005% of 200,000 active. AID 1466;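 also: plate controls were uninhibited enzyme wells for no effect and no-enzyme background for full effect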
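Endpoint fluorogenic read: 20 min room-temperature reaction of 4 nM human alpha-glucosidase with 400 uM 4-methylumbelliferyl-alpha-D-pyranoside, pH 5.0, quenched with 1M NaOH/1M glycine pH 10. AC50 from Hill modeling.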
* = called active by the depositor; ? = inconclusive; . = no result given; [ ] = remark or other dose. Unless noted, calls follow the shape of the dose curve; as a rule, active = well fitted curve in the direction sought with a large enough effect; inconclusive = small, poorly fitted or top-dose-only effect, or another doubt; inactive = no such curve, though single readings can be large; an effect the other way counts as inactive or inconclusive. Potency is read from the fitted curve at half-maximal effect. Only part of the results is shown; the hit share may differ from the screen's.

Order of values: GLA spleen mod	NPSR antag	ALDH1A1 block	Epigenetic reg	Tau fluor cs	GAA glycogen mod	GAA spleen mod	GAA inhib
> O=C(COc1ccc(Br)cc1)Nc1nnc(-c2cccnc2)s1
→ 4%	1%	0%	7.9%	-9%	4%	0%	9%[15.4 µM]
> COc1ccc(C2C(C#N)=C(N)Oc3c2c(-c2ccccc2)nn3-c2ccccc2)c(OC)c1OC (configuration not stated)
→ 5%	-3%	?	-1.8%	?	?	2%	-5%
> CN(C)C(=O)CSc1nc(-c2ccccc2)c(-c2ccccc2)o1
→ -1%	-31%	?	-1.9%[10.1 µM]	-10%	6%	-1%	9%
> COC(=O)c1ccc(NC(=O)C23CC4CC(C2)CC(n2cnc(Cl)n2)(C4)C3)cc1
→ 6%	-14%[46.1 µM]	?	0.0%	3%	2%	5%	3%
> CCc1ccc(C=NC23CN4CN(CN(C4)C2)C3)s1
→ -22%	1%[46.1 µM]	7.9µM*	-14%	0%	-2%	-4%	-1%
> CC(C)N1C(=O)C(O)(C2COC(C)(C)CC2=O)c2ccccc21 (configuration not stated)
→ 1%	-14%	?	2.9%	-4%	-1%	1%	0%
> COCc1cc(Sc2ccc(Cl)cc2Cl)nc(-c2ccccc2)n1
→ 4%	-7%[46.1 µM]	4%	0.9%	-13%	-12%	5%	?
> O=C(c1ccco1)N1CCN(C(=O)C2(S(=O)(=O)c3ccc(Cl)cc3)CC2)CC1
→ -1%	-6%[46.1 µM]	5%	-1.1%	11%	2%	-33%	-4%
> COCCCn1c(SCc2cccc(C(F)(F)F)c2)nc2cc(OC)c(OC)cc2c1=N
→ 7%	?	?	5.3%	4%	-19%	-8%	3%
> CCN1CCCC1Cn1c(-c2ccccc2)nc2c(N3CCOCC3)nc(C)nc21 (configuration not stated)
→ 2%	.	?	1.1%	-3%	.	1%	.

New compounds follow.
Order of values: GLA spleen mod	NPSR antag	ALDH1A1 block	Epigenetic reg	Tau fluor cs	GAA glycogen mod	GAA spleen mod	GAA inhib
> O=C(CN(C(=O)c1ccc2c(c1)OCCO2)c1ccccc1)NCC1CCCO1 (configuration not stated)
→ 5%	3%[7.67 µM]	-12%	4.0%	-10%	9%	2%	-1%
> CCOC(=O)C1CCN(CCC(=O)Nc2ccccc2)CC1
→ -4%	9%[46.1 µM]	2%	-2.3%	-3%	-5%	-3%	5%
> CCOC(=O)c1ccc(CNC(=O)c2n[nH]c(=O)c3ccccc23)o1
→ 10%	15%[46.1 µM]	?	0.0%	-5%	-4%	7%	2%
> CN(C)C(=O)CSc1nnc([C@H](Cc2c[nH]c3ccccc23)NC(=O)OC(C)(C)C)o1
→ 0%	-14%[46.1 µM]	-3%	0.3%	-3%	-8%	-3%	?
> COc1cnn(Cc2ccccc2)c(=O)c1SCc1ccccc1
→ 7%	-9%	-12%	-1.0%	-12%	-2%	-2%	?
> COc1ccc(N(C)S(=O)(=O)c2c(C)noc2C)c(OC)c1
→ 12%	15%	0%	1.1%	-10%	-3%	9%	2%
> Cn1c(SCC(=O)N/N=C/c2ccc([N+](=O)[O-])s2)nnc1-c1ccc(Cl)cc1
→ -14%	-14%	?	?	?	5%	-5%	6%
> Cc1cccc(N2C(=O)CC(Sc3nc(C)cc(C)n3)C2=O)c1 (configuration not stated)
→ -4%	-9%[46.1 µM]	?	-1.6%	-7%	-18%	-6%	-6%
> COc1cc(OC)cc(C(=O)N[C@H](C(=O)Nc2nc(-c3ccc(F)c(F)c3)cs2)C(C)C)c1
→ -3%	-6%	?	7.1%	-18%	22%	-7%	-1%
> Cc1cc(O)c(C=Nc2cccc(Cl)c2)c(=O)o1
→ -2%	28%	-4%	0.0%	-5%	18%	-5%	1%

More structures.
Order of values: GLA spleen mod	NPSR antag	ALDH1A1 block	Epigenetic reg	Tau fluor cs	GAA glycogen mod	GAA spleen mod	GAA inhib
> Cc1ccc(C)c(/C=C/C(=O)c2ccccc(=O)c2O)c1
→ 4%	13µM*	-7%	?	?	-15%	2%	-10%
> Cc1cc(C)c(C)c(OCC(=O)N2CCCCCC2)c1
→ 4%	-3%[46.1 µM]	0%	1.6%	-10%	8%	6%	0%
> c1csc(C(c2nnnn2C2CCCCC2)N2CCN(c3nc4ccccc4s3)CC2)c1 (configuration not stated)
→ 0%	1%[46.1 µM]	-9%	4.7%	-9%	-5%	-3%	6%
> COc1ccc(-c2nc(NC(=O)c3ccccc3)sc2-c2ccc([N+](=O)[O-])cc2)cc1
→ -4%	-21%[46.1 µM]	12%	-3.4%	-24%	-6%	-10%	-2%
> O=C(Nc1ccccc1N1CCOCC1)c1ccc([N+](=O)[O-])cc1
→ 0%	-10%[46.1 µM]	0%	-1.9%	-8%	8%	-7%	1%
> CN(C)c1ccc(-c2nn3c(-c4ccccc4Cl)nnc3s2)cc1
→ 25%	2%[46.1 µM]	?	-1.2%	-17%	1%	-3%	?
> OC(Cc1nc2ccccc2[nH]1)c1ccccc1Cl (configuration not stated)
→ 3%	-1%[46.1 µM]	2%	-1.4%	1%	21%	-4%	-10%
> Cc1ccc(C(=O)C2CCNCC2)cc1
→ 6%	-18%[46.1 µM]	-3%	2.4%	0%	?	2%	11%
> OC1(c2cccc(C(F)(F)F)c2)CCN(Cc2nc(-c3cnccn3)no2)CC1
→ 6%	16%	5%	1.0%	11%	-10%	1%	-17%
> Brc1cc2c(cc1/C=N/Nc1nc3ccccc3s1)OCO2
→ 17%	-8%[46.1 µM]	-3%	?	?	1%	-18%	9%

Carrying on:
Order of values: GLA spleen mod	NPSR antag	ALDH1A1 block	Epigenetic reg	Tau fluor cs	GAA glycogen mod	GAA spleen mod	GAA inhib
> Cc1ccc(-c2nnc(-c3ccncc3)n2-c2ccc(C)cc2)cc1
→ -3%	-13%[46.1 µM]	-6%	-0.3%	-6%	4%	-6%	-13%
> Cc1cc(C)n(-c2nnc(C)n2NS(=O)(=O)c2ccc(F)cc2)n1
→ 16%	3%[46.1 µM]	5%	2.9%	-5%	2%	-5%	-6%
> COc1ccc(C(=O)c2c(O)cc(-c3ccc(OC)cc3)oc2=O)cc1
→ -9%	-1%	-1%	-1.3%	2%	-4%	-16%	-4%
> Cc1nc2ccccc2n1C1CCN(C(=O)Nc2ccccc2)CC1
→ -3%	-3%	6%	0.0%	11%	5%	4%	11%
> CC(C)(C)Nc1oc(-c2ccccc2)nc1-c1ccc(C(F)(F)F)cc1
→ 3%	.	15%	-1.1%	-6%	.	-1%	.
> O=C(CN1CCC(NC(=O)c2ccc(F)cc2)CC1)NCc1ccccc1F
→ 1%	-13%[46.1 µM]	-1%	-6.3%	7%	-8%	2%	4%
> O=C(CCOc1ccccc1)N1CCN(S(=O)(=O)c2cccs2)CC1
→ 2%	2%[46.1 µM]	?	-1.0%	-6%	-13%	0%	-5%
> COc1ccccc1C(=O)Nc1c2c(nn1-c1cccc(C)c1C)CS(=O)C2 (configuration not stated)
→ 11%	-24%[46.1 µM]	3%	0.7%	-5%	4%	-12%	2%
> Nc1ccc(SC(F)(F)F)cc1
→ -22%	12%	20µM*	0.0%	6%	1%	-15%	0%
> Cc1ccc(S(=O)(=O)C2(C(=O)N3CCCC(C)C3)CC2)cc1 (configuration not stated)
→ 10%	2%[46.1 µM]	1%	-1.1%	7%	2%	4%	1%

(list continues)
Order of values: GLA spleen mod	NPSR antag	ALDH1A1 block	Epigenetic reg	Tau fluor cs	GAA glycogen mod	GAA spleen mod	GAA inhib
> Cc1ccc(C(=O)Cn2ncsc2=N)cc1
→ 5%	-3%[46.1 µM]	?	3.5%	-3%	-5%	-1%	1%
> COCc1[nH]c(=S)[nH]c(=O)c1C
→ -18%	-20%	8%	2.1%	-3%	2%	2%	-1%
> CCOC(=O)c1c[nH]c(=S)n1C
→ 4%	-39%	-7%	1.1%	-18%	-15%	6%	-1%
> CCCCn1c(CN2CCN(c3ccc(F)cc3)CC2)nc2c1c(=O)n(C)c(=O)n2C
→ 0%	3%	-2%	0.0%	-5%	-4%	1%	-8%
> CCN(CC)c1ccc(C=N/C(C#N)=C(\N)C#N)cc1
→ -8%	-25%[46.1 µM]	11µM*	-1.0%	14%	?	-9%	-10%

Grouped by structure, the compounds so far with an aryl methoxy group (8)
Order of values: GLA spleen mod	NPSR antag	ALDH1A1 block	Epigenetic reg	Tau fluor cs	GAA glycogen mod	GAA spleen mod	GAA inhib
> COc1ccc(C2C(C#N)=C(N)Oc3c2c(-c2ccccc2)nn3-c2ccccc2)c(OC)c1OC (configuration not stated)
→ 5%	-3%	?	-1.8%	?	?	2%	-5%
> COCCCn1c(SCc2cccc(C(F)(F)F)c2)nc2cc(OC)c(OC)cc2c1=N
→ 7%	?	?	5.3%	4%	-19%	-8%	3%
> COc1cnn(Cc2ccccc2)c(=O)c1SCc1ccccc1
→ 7%	-9%	-12%	-1.0%	-12%	-2%	-2%	?
> COc1ccc(N(C)S(=O)(=O)c2c(C)noc2C)c(OC)c1
→ 12%	15%	0%	1.1%	-10%	-3%	9%	2%
> COc1cc(OC)cc(C(=O)N[C@H](C(=O)Nc2nc(-c3ccc(F)c(F)c3)cs2)C(C)C)c1
→ -3%	-6%	?	7.1%	-18%	22%	-7%	-1%
> COc1ccc(-c2nc(NC(=O)c3ccccc3)sc2-c2ccc([N+](=O)[O-])cc2)cc1
→ -4%	-21%[46.1 µM]	12%	-3.4%	-24%	-6%	-10%	-2%
> COc1ccc(C(=O)c2c(O)cc(-c3ccc(OC)cc3)oc2=O)cc1
→ -9%	-1%	-1%	-1.3%	2%	-4%	-16%	-4%
> COc1ccccc1C(=O)Nc1c2c(nn1-c1cccc(C)c1C)CS(=O)C2 (configuration not stated)
→ 11%	-24%[46.1 µM]	3%	0.7%	-5%	4%	-12%	2%
